# Efflux pump inh: antifungal efflux pump inhibition, Nile Red retention; S. cerevisiae Candida pump triplex; inhibition, % at 10 µM; 330,000 tested, 0.44% active; AID 485275;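 active means plate passing quality check with inhibition over a set limit, or well fluorescence over plate mean plus 4 SD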;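 further: Nile Red retained in pooled yeast measured as flow cytometry median fluorescence; 0% = buffer negative control and 100% = Enniatin B positive control; higher means more Nile Red kept so more efflux inhibition; some compounds called inactive have numbers as strong as hits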
# Fam108B inh: blocks mouse Fam108B hydrolase in RBBP9 counter-screen; recombinant Fam108B, FP-Rh probe fluorescence polarization; inhibition, % at 9.51 µM; 300,000 tested, 0.33% active; AID 1947;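 active means inhibition above the screen mean inhibition plus 3 SD, computed separately per campaign, cut at about 18% in these data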;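 further: inhibitors lower polarization as less probe binds the enzyme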
# MEX-5 binding: C. elegans MEX-5 TCR-2 RNA binding activity; Q9XUB2; MEX-5/FITC-TCR2 RNA binding, fluorescence polarization; stronger effect = lower value; activity score (negative = inhibition of binding), % at 10 µM; 300,000 tested, 0.38% active; AID 1832;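 active means inhibition past about -25% in most replicates, and total fluorescence under double the plate's negative control median, limit read from the data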;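 further: 0% = DMSO and -100% = 5 µM competing unlabeled TCR2 RNA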
# EBNA-1 inh: blocks EBNA-1 binding to DNA; inhibition, % at 14.8 µM; AID 1950; 300,000 tested, 0.34% active; EBNA-1 DNA binding, fluorescence polarization; in the data active means inhibition above about 28%
# ZTA DNA inh: counter-screen for EBNA-1 inhibitors: inhibitors of Epstein-Barr virus ZTA. P03206. ZTA-DNA binding, fluorescence polarization. inhibition, % at 11 µM. 320,000 tested, 0.15% active; in the data active means inhibition above about 33%
# Target sequence (P03206 whole entry, looked up): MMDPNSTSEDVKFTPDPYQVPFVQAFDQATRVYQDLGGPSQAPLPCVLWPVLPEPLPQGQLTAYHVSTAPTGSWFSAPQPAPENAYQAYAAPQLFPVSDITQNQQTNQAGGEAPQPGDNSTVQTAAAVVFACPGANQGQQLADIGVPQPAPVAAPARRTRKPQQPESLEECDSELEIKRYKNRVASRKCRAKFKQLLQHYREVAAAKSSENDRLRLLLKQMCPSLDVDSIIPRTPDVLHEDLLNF
# GLD-1 TGE inh: GLD-1-TGE RNA interaction inhibition (C. elegans) | purified GLD-1 + fluorescein TGE RNA, fluorescence polarization | AID 2280 | 320,000 tested, 0.44% active | inhibition, % at 5.96 µM | Q17339;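 active means percent inhibition above a per-plate cutoff, the plate mean of test compounds plus 3 SD, cut at about 30% in these data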;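 further: 0% = DMSO wells with GLD-1 and probe and 100% = wells lacking GLD-1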
# MCL1 BIM primary: inhibitors of human MCL1 binding to BIM-BH3 peptide. GST-MCL1 / FITC-Bim-BH3 fluorescence polarization. inhibition, % at 10.9 µM. 320,000 tested, 0.68% active. AID 2057;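 active means inhibition above the mean inhibition of all tested compounds plus 3 SD, set per campaign, cut at about 40% in these data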;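 further: 0% = DMSO wells and 100% = unlabeled Bim-BH3 peptide control; higher means more loss of mP so more displacement of Bim peptide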
# Target sequence (Q07820 whole entry, looked up): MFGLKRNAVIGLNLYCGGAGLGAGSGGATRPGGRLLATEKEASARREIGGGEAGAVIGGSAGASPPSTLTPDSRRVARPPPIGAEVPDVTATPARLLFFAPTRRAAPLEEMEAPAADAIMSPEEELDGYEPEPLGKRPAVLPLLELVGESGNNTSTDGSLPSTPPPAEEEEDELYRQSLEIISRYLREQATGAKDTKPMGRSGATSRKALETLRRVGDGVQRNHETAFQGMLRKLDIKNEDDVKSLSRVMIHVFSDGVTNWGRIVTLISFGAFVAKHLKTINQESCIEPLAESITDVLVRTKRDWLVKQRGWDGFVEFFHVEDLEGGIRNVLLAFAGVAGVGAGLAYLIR
# Yeast superoxide: yeast age-related superoxide inhibition as caloric restriction mimetic | S. cerevisiae aged cells, superoxide DHE fluorescence; stronger effect = lower value | superoxide response (% of plate mean), % at 10 µM | 330,000 tested, 0.18% active;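 active means superoxide response under a set limit, about three screen SD below normal, cut at about 65% in these data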;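 further: yeast aged for seven days with compound at 30 °C before DHE staining; 100% = average MFI of all compound-treated wells on the plate with controls excluded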
# Bcl-xL primary: inhibitors of human Bcl-xL. inhibition, % at 10.9 µM. AID 2129. Q07817. 320,000 tested, 0.7% active. GST-Bcl-xL / FITC-Bim BH3 peptide fluorescence polarization;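 active means inhibition above the mean of all tested compounds plus 3 SD, cutoff set per campaign, cut at about 30% in these data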;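 further: 0% = DMSO wells and 100% = unlabeled Bim-BH3 peptide competitor; inhibitors lower millipolarization by displacing the labeled peptide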
# Target sequence (Q07817 whole entry, looked up): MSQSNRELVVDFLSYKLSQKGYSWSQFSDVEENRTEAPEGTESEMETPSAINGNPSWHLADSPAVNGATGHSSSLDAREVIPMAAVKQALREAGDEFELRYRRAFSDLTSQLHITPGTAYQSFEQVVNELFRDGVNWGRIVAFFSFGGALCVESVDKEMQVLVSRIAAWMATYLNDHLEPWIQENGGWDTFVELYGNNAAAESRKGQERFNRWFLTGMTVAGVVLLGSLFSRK
# * marks the source's active call; other numbers are inactive results; nt = not tested or not shown.
SMILES,Efflux pump inh,Fam108B inh,MEX-5 binding,EBNA-1 inh,ZTA DNA inh,GLD-1 TGE inh,MCL1 BIM primary,Yeast superoxide,Bcl-xL primary
O=C(NCC1CCN(Cc2ccccc2F)CC1)Nc1ccccc1F,-0.1,-2,0.0,7,0,0,2,97,9
Cc1cc(C(=O)Nc2cc(C)n(Cc3ccc(Cl)cc3)n2)no1,0.0,0,-3.0,11,24,2,7,83,6
CCOC(=O)c1c(C)[nH]c(C(=O)NCc2ccco2)c1C,0.0,1,2.9,-4,4,-1,0,111,3
Cn1cnnc1SCC(=O)c1ccco1,-0.2,-1,0.4,7,-6,-1,2,94,3
CC1CC(C)CN(CCCNC(=O)COc2cc(=O)n(C)c3ccccc23)C1 (stereo not given),0.1,1,0.7,-1,2,8,-1,100,-2
COc1ccc(/C=N/N=C2/NC(=O)C(c3ccccc3)S2)c(OC)c1 (stereo not given),0.2,0,-0.2,5,1,1,4,97,2
COc1cc(C(=O)Oc2cccc(C=O)c2)cc(OC)c1OC,0.2,-2,0.5,-2,-14,-6,1,113,5
COC(=O)c1[nH]nc2c1C(=O)N(C1CCCCC1)C2=O,-0.3,2,-2.3,9,1,4,5,101,1
CCOc1ccccc1CN1CCN(C2CCN(c3ccccc3F)CC2)CC1CCO (stereo not given),0.0,-2,2.8,5,9,1,3,113,0
COc1cc2c(cc1OC)CN(C(=O)c1cccs1)CC2,0.1,0,-1.9,6,0,6,9,99,7
Cc1oc(-c2cccc(Cl)c2)nc1CS(=O)(=O)CC(=O)NCCN1CCCC1,0.0,-7,0.3,-6,5,2,4,99,4
CC/C(=N\O)c1ccc(O)c(OC)c1,0.1,-1,-3.5,4,-1,6,-3,87,2
C=CCn1c(SCC(=O)NC)nc2sc3c(c2c1=O)CCC3,0.0,2,-1.5,-7,-8,-5,8,112,1
Cc1nnc(SCC(=O)NC2CCCC2)n1C(C)C,-0.2,-3,1.0,-4,5,3,-2,94,1
COc1cc(OC)cc(C(=O)N2CCN(Cc3ccccc3[N+](=O)[O-])CC2)c1,0.2,-2,-2.1,17,5,-11,-1,106,1
Cc1ccc([N+](=O)[O-])cc1N=C(c1cccc([N+](=O)[O-])c1)N1CCOCC1,0.0,-2,1.5,5,21,1,1,93,3
c1ccc2cc(OCCOCCOc3ccc4ccccc4c3)ccc2c1,0.2,-3,3.3,1,10,5,5,105,1
CC(=O)Nc1ccc(S(=O)(=O)N2CCN(CCCOc3cc(C)ccc3C)CC2)cc1,0.2,1,-3.1,7,7,1,10,81,3
CC(C)(C)c1ccc(C(=O)Nc2cccc3ncccc23)cc1,-0.1,-2,-74*,-6,-13,64*,90*,96,81*
CSCc1ccc(C(=O)N2CCC(N3CCC(C(=O)NC(C)C)CC3)CC2)o1,0.1,-10,-2.5,-2,0,3,-2,93,4
COc1ccc(-c2nc(N)n(C(=O)c3ccco3)n2)cc1,0.1,1,-2.4,-4,7,7,-12,79,-2
CN1CCN(NC(=O)/C=C/c2ccc(Br)cc2)CC1,0.1,-3,-0.4,17,7,-4,2,97,4
CC1CCCC(NC(=O)Cn2cc3c(n2)CCCCC3)C1C (stereo not given),0.1,3,-0.1,6,7,7,5,91,6
Cc1cc(C)c(S(=O)(=O)N2CCCOC2CNC(=O)C(=O)NCCc2c[nH]c3ccccc23)c(C)c1 (stereo not given),-0.2,0,0.9,5,-7,-1,6,100,6
COc1ccc(-c2cc(-c3ccc(C)cc3)n[nH]2)c(O)c1,-0.1,5,0.1,2,-6,7,-1,114,-5
COC(=O)c1ccc(Nc2c([N+](=O)[O-])ccc3nonc23)cc1,0.0,-6,-1.5,3,3,3,-4,109,2
CN(C)C(=O)C1C2NC(=S)N(c3cccc(Cl)c3)C1(C)Oc1ccc(Cl)cc12 (stereo not given),0.2,6,1.5,3,-6,-5,4,91,4
c1ccc(CNCc2ccco2)cc1,0.0,0,0.2,4,8,-5,0,99,1
COc1ccccc1CNC(=O)C1CCN(S(=O)(=O)c2cccc3cccnc23)CC1,-0.3,3,0.3,-1,10,3,2,89,-3
O=C1CCC(=O)N1Cc1c(Cl)cccc1Cl,-0.3,-1,1.0,14,-4,0,2,82,2
CS(=O)(=O)N(CC(=O)NCc1ccccc1)C1CCCCC1,-0.1,-4,1.2,8,-8,3,7,87,6
COc1cc(/C=C/C(=O)O)ccc1OCc1ccccc1C#N,0.2,8,-4.3,-7,0,-2,0,93,4
Cc1ccc(CN2C(=O)c3ccccc3NC2c2ccccn2)cc1 (stereo not given),0.0,2,1.0,6,-6,1,-6,88,-1
O=C(CS(=O)c1ccc(C(F)(F)F)cc1[N+](=O)[O-])Oc1ccc(Cl)cc1 (stereo not given),0.0,-1,0.2,-2,-5,0,1,107,-3
Cc1ccc2nc(-c3ccccc3)cc(C(=O)N3CCN(c4ccccc4O)CC3)c2c1,-0.2,0,-0.1,0,11,-4,-10,97,-3
CCNC(=O)/C(C#N)=C/c1c(N2CCN(c3ccccc3)CC2)nc2c(C)cccn2c1=O,-0.1,-2,-2.0,-13,-13,-2,17,99,11
C/C=C/c1ccc(OCC(=O)N(CCOC)c2c(N)n(CCCC)c(=O)[nH]c2=O)c(OC)c1,0.1,2,0.2,-14,-3,2,-11,95,-11
COc1ccc(OC)c(S(=O)(=O)N2CCC(NC(=O)c3ccccc3)CC2)c1,-0.5,0,-1.2,-12,-17,5,4,97,5
CCOC(=O)C1CCCN(C(=O)COc2ccc(S(=O)(=O)N(CC)c3ccccc3)cc2)C1 (stereo not given),0.4,-5,5.9,-12,4,-3,-14,114,-3
COc1ccc(C(=O)N2CCN(c3cnn(-c4ccccc4)c(=O)c3Cl)CC2)cc1,0.2,-5,2.1,-3,-11,5,5,110,-2
COc1cccc(OCc2cc(C(=O)N3CCN(C)C(c4ccccc4)C3)no2)c1 (stereo not given),0.1,-2,1.2,-1,-6,2,1,107,2
COc1ccccc1CN1CC(C(=O)NCCc2ccc(Cl)cc2)CC1=O (stereo not given),-0.1,6,-1.4,11,6,-2,1,88,3
CCc1nc2c(cnn2-c2ccc(F)cc2)c(=O)n1-c1ccc(N2CCC(C)CC2)cc1,0.2,-4,-2.4,-3,-18,-4,3,106,0
COC(=O)C1=C[C@@H](C(=O)OC)C2C3=C(C(=O)C24CCCCC4)[C@H](C)n2c(=O)n(-c4ccccc4)c(=O)n2[C@@H]3C1 (stereo not given in full),-0.1,0,-0.2,-1,5,-1,1,103,8
O=C(CC(=O)Nc1ccc(F)cc1F)Nc1ccc(F)cc1F,0.0,-2,-0.3,-7,-5,6,-10,104,-2
CC(Cc1cccnc1)NC(=O)c1cc(COc2ccc(F)cc2F)on1 (stereo not given),-0.2,-2,-0.4,3,16,4,1,102,3
COc1ccc(NC(=O)COc2ccccc2C#N)c(S(=O)(=O)N2CCCCC2)c1,-0.1,-4,-1.3,-3,-8,3,0,98,2
N#CCCN(Cc1ccccc1)C(=O)c1cccs1,0.0,-4,-6.7,10,0,-1,4,114,7
O=C(/C=C\c1ccccc1)Oc1cccc2cccnc12,-0.1,4,5.4,2,7,-29,-19,93,-15
Cc1ccnc(NS(=O)(=O)c2ccc(Oc3ccccc3)cc2)c1,0.0,0,1.8,9,-10,7,0,101,4
# (listing goes on)
SMILES,Efflux pump inh,Fam108B inh,MEX-5 binding,EBNA-1 inh,ZTA DNA inh,GLD-1 TGE inh,MCL1 BIM primary,Yeast superoxide,Bcl-xL primary
COC(=O)c1ccc(OCC(O)CN2CCN(CC(O)COc3ccc(C(=O)OC)cc3)CC2)cc1 (stereo not given),0.1,2,1.7,1,4,-7,2,104,8
O=C(COc1ccc(S(=O)(=O)N2CCCC2)cc1)Nc1ccc(F)cc1,-0.1,1,0.5,8,-7,3,6,108,7
N#CNC(=Nc1cccc(F)c1)SCc1cccc(F)c1,0.0,-2,0.1,3,15,5,3,114,1
Oc1ccc(Br)cc1-c1nc2cnccn2c1NC1CCCC1,0.0,10,-6.3,-2,-7,14,19,93,16
CCCc1oc(C(=O)O)cc1CN,0.0,-6,-4.4,-1,-15,1,9,111,7
Cc1cc(C)n(CC(=O)c2cccc([N+](=O)[O-])c2)n1,-0.5,1,1.9,-1,0,-2,-1,97,4
Cc1nn(C)c2ncc(C(N)=O)c(Oc3cccnc3)c12,0.0,1,-4.7,-7,-7,2,-6,100,-5
CC1CCCN(C(=S)SCC(=O)c2cc(Br)cc(Br)c2O)C1 (stereo not given),0.1,-27,-2.1,4,-4,0,27,109,18
Cc1ccc(C)c(NC(=O)CN(C)C(=O)c2cccc(S(=O)(=O)N(C)C)c2)c1,0.1,2,-0.1,-14,12,-14,3,94,-1
O=C(O)/C=C/c1ccc(S(=O)(=O)N2CCN(CCN3C(=O)C4C5C=CC(C5)C4C3=O)CC2)cc1 (stereo not given),-0.2,-2,0.7,-1,-3,0,-1,103,2
CC(O/N=C/c1ccccc1OC(F)F)C(=O)Nc1cccc(S(=O)(=O)N2CCOCC2)c1 (stereo not given),0.0,-1,2.6,0,-10,-2,-1,103,2
COc1ccc(N2CCN(C(=O)C(=O)c3cn(CC(=O)N4CCCCCC4)c4ccccc34)CC2)cc1,-0.2,2,-2.3,14,-7,17,18,104,10
Cc1ccccc1NC(=O)CCS(=O)(=O)c1ccc(Br)cc1,0.1,0,-2.2,-7,-18,-7,-8,118,-1
Cc1cc(C)cc(NS(=O)(=O)c2cc(Br)cnc2N)c1,-0.2,3,-1.8,-7,-6,2,0,114,7
CN(Cc1cccs1)C(=O)c1cc(S(=O)(=O)N2CCOCC2)ccc1N1CCCC1,0.2,nt,nt,nt,-4,6,-5,106,-6
CCCN(Cc1nnc(-c2cccs2)o1)C(=O)c1cc(S(=O)(=O)N2CCOCC2)ccc1C,0.0,nt,nt,nt,-10,2,-6,99,-2
CSc1nc2ccc(Cl)cc2[nH]1,0.0,-3,0.0,3,-9,3,4,93,5
CC(C)CCNC(=O)NC(=O)CSc1nnc(COc2ccccc2Cl)o1,0.2,2,-0.9,5,-2,2,2,101,2
CN1C2CCC1CC(N(CCc1ccccc1)C(=O)c1ccc(Cl)cc1)C2 (stereo not given),0.1,-2,-2.0,1,-10,-2,8,95,5
CS(=O)(=O)c1ccc(Cl)c(NC(=O)C2CC(=O)N(Cc3ccccc3)C2)c1 (stereo not given),0.1,0,1.2,-7,-3,4,2,80,8
O=C(NCc1ccccc1)C1=C[C@@H](c2ccc(C(F)(F)F)cc2)C[C@@H](OCCCCO)O1,0.0,0,3.8,-1,3,0,6,99,-2
CCN(CC)CCCN(Cc1cc2cc3c(cc2[nH]c1=O)OCO3)C(=S)NCCOC,-0.2,-6,2.3,7,20,2,8,107,23
O=C(CC1CC2CCC1C2)Nc1nc(-c2ccccn2)cs1 (stereo not given),0.0,4,-1.2,-3,7,7,14,98,12
